ATG4B inh = ATG4B protease inhibitors, primary screen, biochemical, fluorescence, uHTS; ATG4B cleavage of LC3-PLA2, NBD-HPC fluorescence, 1 h; Cysteine protease ATG4B (Homo sapiens), Q9Y4P1; inhibition, % at 8.33 µM; AID 504462, 2011; 340,000 compounds, 0.51% hits; in the data active = inhibition above about 40%
hIAP act = human IAP activators, primary screen, biochemical, luminescence, uHTS; Intestinal-type alkaline phosphatase (Homo sapiens), P09923; 330,000 compounds, 0.16% hits; activation factor at 10 µM; purified human IAP, CDP-Star luminescence, 30 min; hits give high values; 1 = vehicle-only enzyme, 0 = enzyme-free background;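 active = activation factor of the enzyme at least 2-fold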; note: the source names both 10 and 20 µM as test concentration; values of inactives mirror those of a sister screen read the other way
Apaf-1 inh = inhibitors of human Apaf-1 apoptosome, primary screen, biochemical, DEVD-Rh110 fluorescence, uHTS. Apoptotic protease-activating factor 1 (Homo sapiens), O14727. reconstituted apoptosome caspase-3 activity. inhibition, % at 20 µM. 330,000 compounds, 0.71% hits. AID 489030, 2010; active = inhibition of at least 40% at 20 µM;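 note: plate controls were DMSO wells for no effect and DEVD-CHO caspase inhibitor wells for full effect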
Target sequence (O14727 whole entry, looked up): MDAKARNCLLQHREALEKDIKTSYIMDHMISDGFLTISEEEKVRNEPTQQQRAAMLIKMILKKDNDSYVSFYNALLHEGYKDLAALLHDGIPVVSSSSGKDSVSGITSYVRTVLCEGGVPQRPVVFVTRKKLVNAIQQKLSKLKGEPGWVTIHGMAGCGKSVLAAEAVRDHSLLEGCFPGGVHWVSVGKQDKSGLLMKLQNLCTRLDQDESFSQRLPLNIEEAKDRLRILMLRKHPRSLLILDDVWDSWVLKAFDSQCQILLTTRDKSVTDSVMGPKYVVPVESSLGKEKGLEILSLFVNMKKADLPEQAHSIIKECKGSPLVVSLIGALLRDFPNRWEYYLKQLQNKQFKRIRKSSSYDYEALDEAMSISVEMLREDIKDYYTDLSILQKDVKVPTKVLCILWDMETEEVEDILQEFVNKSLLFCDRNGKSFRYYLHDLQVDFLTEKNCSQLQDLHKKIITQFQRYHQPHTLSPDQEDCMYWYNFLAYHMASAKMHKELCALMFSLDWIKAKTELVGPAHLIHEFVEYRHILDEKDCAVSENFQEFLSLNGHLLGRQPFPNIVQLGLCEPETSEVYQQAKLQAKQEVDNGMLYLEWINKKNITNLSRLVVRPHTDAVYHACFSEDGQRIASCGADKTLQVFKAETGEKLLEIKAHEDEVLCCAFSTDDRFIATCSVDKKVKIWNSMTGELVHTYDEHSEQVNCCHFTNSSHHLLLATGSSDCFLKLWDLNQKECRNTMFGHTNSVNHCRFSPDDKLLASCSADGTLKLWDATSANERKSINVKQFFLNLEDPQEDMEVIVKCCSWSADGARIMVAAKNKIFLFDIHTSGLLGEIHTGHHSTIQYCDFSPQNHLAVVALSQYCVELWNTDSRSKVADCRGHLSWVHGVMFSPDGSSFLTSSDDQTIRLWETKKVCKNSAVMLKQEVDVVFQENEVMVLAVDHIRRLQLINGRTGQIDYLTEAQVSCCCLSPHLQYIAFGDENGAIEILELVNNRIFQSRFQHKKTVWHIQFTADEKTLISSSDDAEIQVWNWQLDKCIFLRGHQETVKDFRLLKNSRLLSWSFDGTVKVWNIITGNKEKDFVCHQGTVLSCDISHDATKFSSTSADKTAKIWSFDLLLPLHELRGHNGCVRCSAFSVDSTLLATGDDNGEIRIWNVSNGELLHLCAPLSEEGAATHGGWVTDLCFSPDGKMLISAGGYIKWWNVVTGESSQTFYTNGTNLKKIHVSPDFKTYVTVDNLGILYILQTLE
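Material: reconstituted apoptosome with Apaf-1, cytochrome c, caspase-9, procaspase-3, dATP. Technique: Rh110 fluorescence intensity. Buffer or medium: pH 7.5 Hepes buffer with CHAPS, BSA, DTT. Times: 30 min plus 50 min, RT.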
mIAP inh = inhibitors of mouse IAP, primary screen, biochemical, luminescence, uHTS; intestinal alkaline phosphatase [Mus musculus]; purified mouse IAP, CDP-Star luminescence, 30 min; inhibition, % at 10 µM; 330,000 compounds, 0.2% hits; AID 2806, 2010;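 active = inhibition of at least 40% at 10 µM in the primary screen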;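 note: plate controls were DMSO with enzyme for no effect and no enzyme wells for full effect; values of inactives mirror those of a sister screen read the other way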
tim10-1 inh = growth inhibitors of tim10-1 mutant yeast, primary screen, luminescence, uHTS. S. cerevisiae tim10-1 ts strain growth, BacTiter-Glo, 24 h. inhibition, % at 20 µM. 330,000 compounds, 2.2% hits. AID 463190, 2010;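 active = inhibition of at least 40%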;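 note: mutant grown at 25 °C; 0% = DMSO wells with yeast and 100% = wells holding no yeast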
mIAP act = activators of mouse IAP, primary screen, biochemical, luminescence, uHTS; intestinal alkaline phosphatase [Mus musculus]; muIAP, CDP-Star luminescence, 30 min; hits give high values; 1 = vehicle-only enzyme signal, 0 = enzyme-free wells; activation factor at 10 µM; 330,000 compounds, 0.24% hits;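 active = activation factor of at least 2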; note: the source names both 10 and 20 µM as test concentration; values of inactives mirror those of a sister screen read the other way
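Assay system: mouse IAP enzyme / Compound: DMSO-dissolved test compounds / Timing: 30 min, room temperature / Measured by: luminescence from enzymatic CDP-Star hydrolysis / Control set: DMSO-only wells, enzyme-free buffer wells as negative control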
TIM10 inh = growth inhibitors of isogenic TIM10 control yeast, primary screen, counter-screen for tim10-1 yeast inhibitor project, luminescence, uHTS | S. cerevisiae TIM10 strain growth, BacTiter-Glo luminescence, 24 h | inhibition, % at 10 µM | 330,000 compounds, 1.4% hits | AID 463195, 2010;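 active = inhibition of 40% or more at the single tested concentration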;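 note: wild-type TIM10 isogenic control strain grown at permissive 25 °C; 0% = DMSO yeast wells and 100% = minimal medium wells without yeast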
hIAP block = human IAP inhibitors, primary screen, biochemical, luminescence, uHTS | AID 2544, 2010 | inhibition, % at 10 µM | 330,000 compounds, 0.12% hits | purified IAP, CDP-Star luminescence, 30 min;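 active = inhibition reaching a set limit with compound at 10 µM in the primary screen, cut at about 35% in these data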;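 note: plate controls were DMSO wells with enzyme for no effect and no-enzyme buffer wells for full effect; values of inactives mirror those of a sister screen read the other way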
NALP3 yeast inh = NALP3 inflammasome inhibitors in reconstituted yeast, primary screen, luminescence, uHTS; Yeast reconstituted NLRP3/ASC/caspase-1, beta-gal luminescence, 24 h; inhibition, % at 10 µM; 330,000 compounds, 0.39% hits;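 active = inhibition of 50% or more; inactive = inhibition below 50%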;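 note: plate controls were induced DMSO wells for no effect and uninduced yeast grown without galactose for full effect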
Numbers without * were called inactive; . = not tested or not shown.

#	Molecule	Apaf-1 inh	tim10-1 inh	ATG4B inh	NALP3 yeast inh	hIAP act
1	O=C(O)CCc1ccc(-c2cccs2)o1	-19	3	0	10	0.84
2	COc1ccc(C(=O)COC(=O)c2ccc3c(c2)OCCO3)c(OC)c1	7	14	4	31	0.78
3	Cc1ccc2nc3n(c(=O)c2c1)-c1cc(Cl)ccc1C(=O)NC3Cc1ccc(O)cc1 (centres undefined)	16	-2	.	13	1
4	COC(=O)C1CCN(c2ccc([N+](=O)[O-])cc2[N+](=O)[O-])CC1	-1	13	-9	8	0.83
5	Cc1ccc(NC(=O)CSc2nn3c(=O)c(C)nnc3s2)cc1Cl	7	25	9	16	1.4
6	Cc1ccccc1C(=O)NN1CC(C(=O)OCc2ccc(Cl)c(Cl)c2)CC1=O (centres undefined)	19	9	-2	9	1
7	CC(C)N(Cc1ccccc1)C(=O)/C=C/c1ccccc1[N+](=O)[O-]	4	38	22	-1	0.98
8	O=C(C1CCCN(S(=O)(=O)c2cccs2)C1)N1CCC(N2CCCCC2)CC1 (centres undefined)	1	-3	-1	-4	0.91
9	CCNC(=O)c1c(NC(C)=O)sc2c1CCCC2	-1	-2	-7	13	0.9
10	Cc1nc2c(sc(=S)n2Cc2ccco2)c(=O)n1CC(=O)Nc1ccc(F)cc1	11	-4	0	11	1

#	mIAP act	hIAP block	mIAP inh	TIM10 inh
1	0.93	16	7	6
2	0.95	22	5	1
3	0.94	-4	6	5
4	0.87	16	13	21
5	0.85	-45	15	0
6	1	0	0	11
7	0.91	2	9	40
8	0.91	9	9	9
9	1	10	-3	10
10	1	0	-1	-12

Continuation.
#	Molecule	Apaf-1 inh	tim10-1 inh	ATG4B inh	NALP3 yeast inh	hIAP act
11	CCOc1ccc(CN(C)c2nc(-c3cccnc3)nc3ccccc23)cc1OC	32	1	3	36	1
12	CCOc1ccc(-n2c(=O)c3sccc3n(Cc3ccc(C)cc3)c2=O)cc1	3	9	0	-8	0.98
13	CCN(c1ccc(NC(=O)COC(=O)/C=C/c2cccs2)cc1)C(C)C	16	22	-6	31	0.93
14	O=C1NNC(c2ccccc2)=N/C1=C\c1ccc(Cl)cc1	51*	14	4	1	1.3
15	O=S(=O)(NCC1CCCN(Cc2ccccc2O)C1)c1cccc2cccnc12 (centres undefined)	7	15	-5	1	1.1
16	Cc1cc(S(=O)(=O)N2CCc3ccccc3C2)ccc1F	-1	-11	-5	18	0.78
17	COc1cc(CNc2ccc(N3CCN(C(C)=O)CC3)cc2)ccc1OCc1ccccc1	9	20	-2	5	1.1
18	CSc1nnc(-c2ccco2)n1-c1ccccc1	-4	21	5	14	0.97
19	CCOc1ccc2oc(C(=O)OCC(=O)NCC3CCCO3)c(C)c2c1 (centres undefined)	9	5	2	-2	1.3
20	COc1cccc(-c2c(C(=O)N/N=C/C3CC=CCC3)nnn2-c2nonc2N)c1 (centres undefined)	17	0	-8	-7	1

#	mIAP act	hIAP block	mIAP inh	TIM10 inh
11	0.96	-2	4	2
12	0.87	2	13	11
13	0.95	7	5	3
14	1	-33	0	-8
15	0.94	-5	6	10
16	0.88	22	12	-12
17	1.1	-12	-6	10
18	1	3	-2	5
19	0.98	-31	2	-2
20	1	-2	0	8

Next part:
#	Molecule	Apaf-1 inh	tim10-1 inh	ATG4B inh	NALP3 yeast inh	hIAP act
21	CC1(C)NC(=O)N(CCSc2ccc(Cl)cc2)C1=O	1	23	-8	20	1
22	O=c1c2c(-c3ccccc3)csc2nc2n1CCC2	-1	12	-4	27	1.1
23	CC(C)Cn1c(N)c(-c2nc(C(C)C)c(C(=O)c3ccccc3F)s2)c(=O)n(C)c1=O	10	7	.	-8	0.92
24	O=C(NCCOc1ccccc1)c1ccccc1[N+](=O)[O-]	-1	3	7	15	0.96
25	CC1CCCN(C(=O)c2cn(-c3ccccc3)nc2-c2cccnc2)C1 (centres undefined)	-2	15	0	24	0.99
26	CCOC(=O)n1c(=O)n(Cc2c(Cl)cccc2Cl)c2ccccc21	16	35	-7	17	0.83
27	CCOC(=O)[C@H]1[C@H]2COc3cc(OC)ccc3[C@@H]2N2C(=O)c3cc(C)ccc3NC(=O)[C@@]12C	12	17	-1	11	1.1
28	Cc1cccc(C)c1NC(=O)CNC(=O)C1CCCN(C(=O)c2ccc(Cl)cc2)C1 (centres undefined)	-5	3	-7	7	0.94
29	CC(C(=O)NCc1ccco1)n1cc([N+](=O)[O-])cn1 (centres undefined)	6	20	-5	13	0.98
30	NC(=O)c1ccsc1NC(=O)CCS(=O)(=O)c1ccccc1	4	1	-1	-7	1

#	mIAP act	hIAP block	mIAP inh	TIM10 inh
21	0.98	0	2	-8
22	0.93	-8	7	10
23	0.93	8	7	2
24	1	4	0	0
25	0.91	1	9	3
26	0.96	17	4	34
27	1.1	-6	-12	-6
28	1	6	-4	-3
29	1	2	-1	-9
30	1	-1	-4	-5

Further structures follow:
#	Molecule	Apaf-1 inh	tim10-1 inh	ATG4B inh	NALP3 yeast inh	hIAP act
31	N=C(N)n1c(N)nc2ccccc2c1=O	1	0	3	1	1.1
32	Cc1ccc(C)c(N(C)S(=O)(=O)c2ccc3c(c2)oc(=O)n3C)c1	2	-7	-2	-3	0.97
33	COc1ccccc1OCC(=O)Nc1ccc(S(=O)(=O)Nc2onc(C)c2C)cc1	3	-9	-4	13	1
34	Cc1ccc(Cn2c(=N)c(C(=O)NCCN3CCOCC3)cc3c(=O)n4ccccc4nc32)cc1	-1	15	3	14	1.1
35	COc1ccc(NC(=O)CSc2nc3ccsc3c(=O)n2CCC(=O)O)c(OC)c1	-3	8	-7	5	0.94
36	CCOC(=O)c1[nH]c(C)c(/C(O)=C2\C(=O)C(=O)N(CCN(C)C)C2c2ccc(C)o2)c1C (centres undefined)	-7	5	1	8	1.1
37	COc1ccccc1N=C(C)C1=C(O)CSC1=O	-10	8	4	24	1
38	O=C(Nc1ccc(Br)cc1Cl)c1ccc(OCC2CCCO2)cc1 (centres undefined)	9	19	2	26	1.2
39	Oc1ccc(C=Nc2ccc(N3CCOCC3)cc2)c(O)c1	-2	13	1	-5	0.86
40	O=C(NCCc1ccc(Cl)cc1)c1cc(S(=O)(=O)N2CCCCC2)c[nH]1	20	11	-10	11	1.6

#	mIAP act	hIAP block	mIAP inh	TIM10 inh
31	0.99	-9	1	-15
32	0.96	3	4	-2
33	1	0	-1	10
34	0.86	-10	14	1
35	0.97	6	2	3
36	1	-6	-2	-3
37	0.96	-3	4	1
38	1.1	-21	-8	12
39	0.92	14	8	-5
40	1.1	-64	-7	6

Further records.
#	Molecule	Apaf-1 inh	tim10-1 inh	ATG4B inh	NALP3 yeast inh	hIAP act
41	O=C1NC(=Nc2cccnc2)S/C1=C\c1cccc(F)c1	-9	1	-8	13	1
42	Cc1oc2c(C)c3oc(=O)c(CC(=O)N[C@@H](CC(C)C)C(=O)N[C@@H](Cc4ccccc4)C(=O)O)c(C)c3cc2c1C	16	8	-3	9	1
43	O=C(CN(Cc1ccccc1)C(=O)CNS(=O)(=O)c1ccc(Cl)cc1)NCC1CCCO1 (centres undefined)	1	13	-6	25	0.94
44	Cc1ccc(CNC(=O)c2cncc(Br)c2)cc1	5	15	-5	18	1
45	COCC(C)NCC(=O)NC(C)CCc1ccccc1 (centres undefined)	-3	3	1	5	1.2
46	Cc1ccc(C)c(NC(=O)C(OC(=O)c2cc[n+]([O-])cc2)c2ccccc2)c1 (centres undefined)	3	16	0	6	0.86
47	Cc1ccc(OCCn2cncn2)c([N+](=O)[O-])c1	-8	-6	-1	-1	0.98
48	Cc1nnc(SCC(=O)NC2CCC(C)CC2)s1 (centres undefined)	-4	4	0	14	0.77
49	Cc1nc2ccccc2c(=O)n1-c1cccc(NS(=O)(=O)c2ccccc2)c1	-1	0	-2	8	1.1
50	CC1(C)CC2(CC(c3ccccc3)Oc3cc(O)ccc32)NC(=O)N1 (centres undefined)	-10	14	.	-6	0.84

#	mIAP act	hIAP block	mIAP inh	TIM10 inh
41	0.83	-3	17	15
42	0.91	-3	9	7
43	0.91	6	9	1
44	0.93	-3	7	10
45	1	-22	-5	-10
46	0.99	14	1	10
47	1	2	-4	-17
48	1	23	-2	-8
49	1	-5	0	9
50	1	16	-2	7

Next entries.
#	Molecule	Apaf-1 inh	tim10-1 inh	ATG4B inh	NALP3 yeast inh	hIAP act
51	Cc1cc(C(=O)CN2C(=O)NC(C)(c3cccc(Br)c3)C2=O)c(C)n1Cc1ccco1 (centres undefined)	13	15	-2	-9	0.99
52	Fc1ccc(NC(=S)NCc2cccnc2)cc1	-16	14	-6	-4	1
53	O=C(CC(=O)N/N=C/c1ccccc1O)NCc1cccnc1	1	-10	-1	-5	1.8
54	CCOc1ccc(CNc2ncnc(N)n2)cc1	-3	-16	-1	1	1.1
55	COc1ccccc1/C=C(/NC(=O)c1ccccc1)C(=O)NCCN1CCOCC1	-7	-21	6	1	1.1
56	COc1ccc(/C=C/C(=O)OCC(=O)c2c(N)n(C)c(=O)n(C)c2=O)cc1	6	13	-10	17	1.1
57	CCS(=O)(=O)n1nc(-c2ccccc2)nc1SC	-2	-23	0	2	0.96

#	mIAP act	hIAP block	mIAP inh	TIM10 inh
51	0.94	1	6	9
52	1	-4	-1	10
53	1.1	-84	-6	-5
54	1.2	-12	-17	4
55	1	-7	-2	-3
56	0.95	-10	5	-1
57	1.1	4	-9	-17

Structures shown so far with two or more sulfur atoms:
#	Molecule	Apaf-1 inh	tim10-1 inh	ATG4B inh	NALP3 yeast inh	hIAP act
5	Cc1ccc(NC(=O)CSc2nn3c(=O)c(C)nnc3s2)cc1Cl	7	25	9	16	1.4
8	O=C(C1CCCN(S(=O)(=O)c2cccs2)C1)N1CCC(N2CCCCC2)CC1 (centres undefined)	1	-3	-1	-4	0.91
10	Cc1nc2c(sc(=S)n2Cc2ccco2)c(=O)n1CC(=O)Nc1ccc(F)cc1	11	-4	0	11	1
30	NC(=O)c1ccsc1NC(=O)CCS(=O)(=O)c1ccccc1	4	1	-1	-7	1
35	COc1ccc(NC(=O)CSc2nc3ccsc3c(=O)n2CCC(=O)O)c(OC)c1	-3	8	-7	5	0.94
48	Cc1nnc(SCC(=O)NC2CCC(C)CC2)s1 (centres undefined)	-4	4	0	14	0.77
57	CCS(=O)(=O)n1nc(-c2ccccc2)nc1SC	-2	-23	0	2	0.96

#	mIAP act	hIAP block	mIAP inh	TIM10 inh
5	0.85	-45	15	0
8	0.91	9	9	9
10	1	0	-1	-12
30	1	-1	-4	-5
35	0.97	6	2	3
48	1	23	-2	-8
57	1.1	4	-9	-17
